From PubChem
UHRF1 MBD2 ctr – UHRF1 methylated DNA binding inhibitors, primary screen, counter-screen for MBD2 inhibitor project, biochemical, TR-FRET, human UHRF1, single concentration | inhibition, % at 4.4 µM | UHRF1 binding to methylated oligo | E3 ubiquitin-protein ligase UHRF1 (Homo sapiens), Q96T88 | 370,000 tested, 0.75% active | AID 687016, 2013; in the data active = inhibition above about 21%;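 also: UHRF1 SRA domain binding a hemimethylated CpG hairpin DNA probe; 0% = median of test compound wells and 100% = reference inhibitor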
MBD2 DNA inh – inhibitors of MBD2 binding to methylated DNA, primary screen, biochemical, TR-FRET, DNA-binding domain, human; Methyl-CpG-binding domain protein 2 (Homo sapiens), Q9UBB5; 370,000 tested, 0.31% active; inhibition, % at 4.4 µM; MBD2 binding to methylated oligonucleotide; in the data active = inhibition above about 13%
Target sequence (Q9UBB5 whole entry, looked up, the tested form may be a part): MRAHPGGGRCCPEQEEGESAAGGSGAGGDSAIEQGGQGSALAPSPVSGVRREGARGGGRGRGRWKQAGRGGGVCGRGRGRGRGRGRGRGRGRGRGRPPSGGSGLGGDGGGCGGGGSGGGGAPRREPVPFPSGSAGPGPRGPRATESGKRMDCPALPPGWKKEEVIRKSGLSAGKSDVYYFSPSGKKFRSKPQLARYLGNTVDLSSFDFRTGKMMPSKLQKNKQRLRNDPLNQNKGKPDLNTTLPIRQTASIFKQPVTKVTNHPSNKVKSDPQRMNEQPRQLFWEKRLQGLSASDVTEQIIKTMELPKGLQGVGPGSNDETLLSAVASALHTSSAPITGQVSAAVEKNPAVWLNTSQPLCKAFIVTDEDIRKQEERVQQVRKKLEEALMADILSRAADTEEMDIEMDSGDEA
SIAE inh – human SIAE inhibitors, primary screen, biochemical, fluorescence polarization, FP-Rh probe, 1536-well HTS; 370,000 tested, 0.69% active; SIAE FP-Rh probe binding; inhibition, % at 9.66 µM;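 active = inhibition above a cutoff: mean of compounds within the control limits plus 3 SD of those, cut at about 17% in these data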;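 also: 0% = plate median of compound wells and 100% = probe without SIAE protein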
TCR-CD3 inh – inhibitors of human TCR-CD3 interaction, primary screen, biochemical, fluorescence, TAMRA-labeled TCR probe | T-cell receptor (TCR) | inhibition, % at 9.4 µM | 360,000 tested, 0.37% active | AID 651800, 2012; in the data active = inhibition above about 19%;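 also: recombinant mutant TCR 2C K166C tagged with TAMRA read by polarization; 0% = receptor in buffer alone and 100% = receptor with positive control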
KLK7 zymogen act – proKLK7 zymogen activators, primary screen, biochemical, fluorescence intensity; Kallikrein-7 (Homo sapiens), P49862; purified proKLK7, EDANS-DABCYL substrate fluorescence; 100% is mature enzyme control, 0% vehicle; activation, % at 7 µM; 370,000 tested, 0.9% active; AID 652039, 2013;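 active = activation above the mean of all tested compounds plus 3 SD, computed per campaign excluding outliers beyond control limits, cut at about 13% in these data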
Target sequence (P49862 whole entry, looked up): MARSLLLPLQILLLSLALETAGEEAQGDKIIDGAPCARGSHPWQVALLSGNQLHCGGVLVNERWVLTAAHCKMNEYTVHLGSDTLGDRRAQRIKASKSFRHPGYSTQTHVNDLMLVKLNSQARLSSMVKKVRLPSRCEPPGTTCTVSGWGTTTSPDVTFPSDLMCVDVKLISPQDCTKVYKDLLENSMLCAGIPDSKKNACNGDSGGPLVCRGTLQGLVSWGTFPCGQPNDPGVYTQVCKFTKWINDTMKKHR
LEDGF integ inh – blockers of LEDGF/p75-dependent integrase strand transfer – biochemical, TR-FRET, high throughput, primary screen; HIV-1 integrase (with human LEDGF/p75); TR-FRET IN-LEDGF/p75 DNA integration, Eu/Cy5; inhibition, % at 3.7 µM; 370,000 tested, 0.64% active; AID 743269, 2014;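 active = inhibition above the screen-wide mean plus 3 SD, cut at about 13% in these data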;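 also: signal is the Cy5 over europium emission ratio at 671 and 618 nm; 0% = plate median of compound wells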
PRMT1 FP inh – PRMT1 methyltransferase inhibitors, primary screen, biochemical, fluorescence polarization; 370,000 tested, 1.3% active; inhibition, % at 2.79 µM; Protein arginine N-methyltransferase 1 (Homo sapiens), Q99873; recombinant PRMT1, activity-based probe fluorescence polarization; AID 652257, 2013;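 active = inhibition above about 21% made by adding two undisclosed values, limit read from the data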
Target sequence (Q99873 whole entry, looked up): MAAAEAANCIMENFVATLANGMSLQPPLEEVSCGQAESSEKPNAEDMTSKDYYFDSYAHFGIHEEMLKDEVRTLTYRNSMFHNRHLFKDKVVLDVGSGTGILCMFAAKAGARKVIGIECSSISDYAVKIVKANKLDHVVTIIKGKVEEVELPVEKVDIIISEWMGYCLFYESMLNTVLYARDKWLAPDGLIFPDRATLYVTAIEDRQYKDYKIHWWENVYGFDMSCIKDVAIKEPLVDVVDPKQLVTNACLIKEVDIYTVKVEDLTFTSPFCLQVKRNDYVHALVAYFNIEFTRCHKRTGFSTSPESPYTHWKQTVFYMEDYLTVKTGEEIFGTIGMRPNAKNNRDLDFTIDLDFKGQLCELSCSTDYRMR
TDP2 inh – human TDP2 enzyme inhibitors, primary screen, biochemical, epi absorbance, recombinant enzyme. inhibition, % at 12.8 µM. T5PNP hydrolysis, p-nitrophenol absorbance 415 nm. 370,000 tested, 0.34% active;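 active = inhibition above the mean of all tested compounds plus 3 SD, set per campaign, cut at about 25% in these data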;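 also: 0% = DMSO with enzyme and 100% = buffer with substrate but no TDP2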
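System – recombinant human TDP2 · Quantity – TDP2 enzyme at 120 nM final · Doses – single concentration, 12.8 µM nominal, with 1% DMSO · Incubation – 2 h at 37 °C · Measured by – epi absorbance of p-nitrophenol freed from T5PNP by hydrolysis · Read-out – % inhibition relative to enzyme-containing and enzyme-free wells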
Tn7 DDE FP – inhibitors of Tn7 peptide binding to fibrin DD(E), primary screen, biochemical, fluorescence polarization, human fibrin, Tn7 probe. Fibrinogen beta chain (Homo sapiens), P02675. FP displacement of FITC-Tn7 peptide from fibrin DD(E); 0% = median of compound wells per plate. inhibition, % at 8.3 µM. 370,000 tested, 0.13% active. AID 720508, 2013;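 active = inhibition above the mean of compounds falling within the control limits plus 3 SD of them, cut at about 14% in these data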;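 also: 0% = plate median of compound wells and 100% = 10 µM Aha-Tn7 peptide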
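Assay system: human fibrin DD(E). Input: DD(E) 2 µM final. Medium: Tris buffer with calcium and detergent, pH 7.8. Compound dosing: single point at 8.3 µM. Timing: 10 min plus 3 h, room temperature. Technique: fluorescence polarization of the labelled Tn7 tracer. Read-out: percent inhibition. Replicates: singlicate testing.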
Tn6 DDE FP – inhibitors of Tn6 peptide binding to fibrin DD(E), primary screen, biochemical, fluorescence polarization, human fibrin, Tn6 probe. 370,000 tested, 0.21% active. AID 720509, 2013. Fibrinogen beta chain (Homo sapiens), P02675. inhibition, % at 8.3 µM. Fibrin DD(E) TRITC-Tn6 fluorescence polarization displacement;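 active = inhibition above a per-campaign cutoff: mean of compounds within control limits plus 3 SD, cut at about 15% in these data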;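 also: 0% = median of all compound wells on the plate and 100% = blocking peptide control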
* = called active by the depositor; x = no result given.

SMILES	UHRF1 MBD2 ctr	MBD2 DNA inh	SIAE inh	TCR-CD3 inh	KLK7 zymogen act	LEDGF integ inh	PRMT1 FP inh	TDP2 inh	Tn7 DDE FP	Tn6 DDE FP
O=C(CC1NCCNC1=O)OCc1ccccc1 (stereo unspecified)	2.0	9.8	3.2	-4.3	-0.1	-2.6	3.2	-9.7	0.2	0.6
COc1cccc(C(=O)NCc2ccc3c(c2)OCO3)c1	0.4	-2.9	1.8	0.3	-0.1	-1.7	2.5	1.2	5.2	4.6
CN(C)c1ccc(S(=O)(=O)NCC(=O)NCC2CCCCC2)cc1[N+](=O)[O-]	0.2	-6.0	2.1	0.0	-0.6	0.4	1.9	-2.7	-1.4	-11.9
O=C(Nc1ccc(C(=O)NCc2ccccc2)cc1)C1=CSCCO1	-2.0	-5.1	3.7	-3.6	-0.7	3.1	-1.0	8.3	0.8	3.9
FC(F)(F)c1cccc(NC(=S)Nc2cccc(Cl)c2)c1	0.0	0.5	-4.9	2.8	0.1	-1.8	-0.5	6.0	-0.9	2.4
COc1cc(OC)c(OC)cc1/C=N/n1c(C)nnc1C	-1.0	4.1	1.1	-8.4	1.5	1.4	-0.1	2.3	-1.1	-5.4
Cc1ccc(O)c(NS(=O)(=O)c2cccc3nsnc23)c1	-5.8	1.2	4.5	3.8	0.0	4.2	1.3	0.8	-6.1	2.7
COc1ccc(C(=O)NCC2CCCO2)cc1S(=O)(=O)N1CCCc2ccccc21 (stereo unspecified)	-1.6	1.9	-7.5	-2.0	-0.3	0.4	2.0	3.0	-3.5	4.6
CC(=O)Nc1nc2ccc(-c3nc4ccccc4o3)cc2s1	-3.2	3.8	-24.8	-2.3	-42.1	0.3	2.0	3.3	4.0	-0.4
COCCCNC(=O)Cc1ccc(-n2c(C)nc3cccnc32)cc1	-0.8	-0.1	1.4	1.5	-0.8	0.1	4.9	2.5	1.6	0.4
CCc1ccc(OCC(=O)OCC(=O)NCCNC(=O)COC(=O)COc2ccc(CC)cc2)cc1	5.0	1.8	-5.1	-7.2	0.1	-3.0	2.8	-10.6	-7.0	3.5
Cc1ccc(S(=O)(=O)N(C)C)cc1NC(=O)CCCNC(=O)c1ccc(Cl)cc1	-2.8	-0.9	-2.1	3.3	-0.4	3.0	-0.7	3.6	-8.2	-0.1
Cc1cnc(NC(=O)CSc2nnc(-c3cccs3)n2C)s1	-2.3	-4.3	3.1	1.3	-0.5	-4.5	-2.1	-5.2	4.9	2.0
COc1ccc(OC)c(S(=O)(=O)N2CCN3CCCC3C2)c1 (stereo unspecified)	-1.5	6.6	1.9	3.7	-0.2	3.5	-0.3	10.2	-1.7	-4.8
Cc1ccccc1N1CCN(S(=O)(=O)c2cccs2)CC1	0.0	2.2	-0.4	2.6	0.5	0.8	-2.1	10.9	-0.7	-3.4
CCN(CCCNC(=O)C1CCC(=O)N1C(C)C)c1cccc(C)c1 (stereo unspecified)	0.4	-4.7	3.7	5.0	0.1	-4.6	0.7	5.5	3.2	0.2
COc1ccc(/C(C)=N/NC(=O)CNC(=O)C2COc3ccccc3O2)c(OC)c1 (stereo unspecified)	-0.3	-7.7	-1.9	3.5	-0.2	1.3	-1.1	4.0	3.9	-7.5
CN(C(=O)COC(=O)c1ccc(CN2CCCC2=O)cc1)c1ccccc1	-1.0	-5.5	1.3	5.6	-0.2	3.9	-1.7	3.5	-4.0	3.8
Cc1cc(C)c(S(=O)(=O)Nc2ccc(O)cc2)c(C)c1	2.0	0.7	1.0	-3.8	0.1	0.2	2.4	0.7	3.9	0.7
Cn1c(=O)c2cc(S(=O)(=O)N3CCN(c4ccc(F)cc4)CC3)ccc2n(C)c1=O	-0.7	-9.4	-3.6	x	0.3	0.3	-1.4	-2.3	4.3	1.8
COc1ccc(CCN(C)C(=O)CSc2nnc(C3CC3)n2N)cc1OC	1.8	4.8	0.2	-4.9	0.2	-0.7	4.6	4.5	4.9	-3.7
Cc1nnc(SCC(=O)NC(=O)Nc2ccc3c(c2)OCCO3)n1N	2.4	6.7	0.5	-9.6	-0.1	-2.7	5.8	-0.1	4.0	1.5
COc1cc(CCCN2C(=S)NC[C@@H]2CC2CCCCC2)cc(OC)c1OC	1.0	2.3	2.5	2.4	-0.3	-1.5	-3.2	-1.0	5.3	-0.7
CC(NC(=O)C(NC(=O)C(Cc1c[nH]c2ccccc12)NC(=O)OC(C)(C)C)C(C)C)C(N)=O (stereo unspecified)	0.5	1.7	0.5	-1.1	0.8	-6.1	0.5	6.5	3.8	8.4
Cc1ccc(/C(C#N)=C\c2ccc(N3CCOCC3)o2)cc1	0.4	-3.2	7.8	-10.0	-0.4	3.3	27.4*	5.6	-1.0	8.6

The results go on:
SMILES	UHRF1 MBD2 ctr	MBD2 DNA inh	SIAE inh	TCR-CD3 inh	KLK7 zymogen act	LEDGF integ inh	PRMT1 FP inh	TDP2 inh	Tn7 DDE FP	Tn6 DDE FP
COc1ccc(-c2csc(C)n2)cc1	2.1	1.6	5.3	-0.9	0.3	-0.2	2.4	-6.6	3.2	-5.6
O=C(Nc1cc(=O)[nH]c2ncnn12)c1ccccc1	0.6	-1.0	1.9	-2.7	0.0	1.4	-0.9	-2.8	5.1	-0.8
COCCCN1CC(=O)N2C(c3ccccc3)c3[nH]c4ccccc4c3C[C@H]2C1=O (stereo partly specified)	2.3	6.6	5.3	-3.2	1.9	1.1	-1.5	-8.6	0.0	-7.9
COc1cc(NC(=S)NC2CC(C)(C)NC(C)(C)C2)c(OC)cc1Cl	-1.8	-3.6	12.4	5.2	0.1	-3.0	-0.8	4.9	4.0	1.9
CN(C)C(=O)CCc1ccc2c3c([nH]c2c1)[C@]1(CCc2ccccc2)[C@@H](C(=O)N2CCCCC2)C[C@H](CC(=O)NCc2cccc(C(F)(F)F)c2)C(=O)N1CC3	-3.8	5.2	4.8	0.6	0.3	-1.1	-2.2	5.1	-1.0	-0.1
O=C(NCC1CCCO1)c1ccccc1NS(=O)(=O)c1cccs1 (stereo unspecified)	3.6	6.2	-4.2	-2.2	0.3	-4.3	0.7	-13.5	3.5	-1.3
COc1cc(NC(=S)NC(=O)c2c(OC)cccc2OC)ccc1NC(=O)c1cccs1	-1.2	0.3	-4.3	0.2	6.7	1.9	0.0	3.9	2.1	-4.2
CCN1C(=O)[C@H]2[C@@H](c3ccc(SC4CCCCC4)c(OC)c3)N[C@@](Cc3ccccc3)(C(=O)OC)[C@H]2C1=O	3.0	5.6	2.4	-4.4	0.7	-3.4	0.9	7.6	-1.4	-8.6
CN(C(=O)CC1C(=O)NCCN1Cc1ccc(F)cc1)C1CCOCC1 (stereo unspecified)	0.3	-8.8	1.4	-11.8	1.1	-2.7	5.2	0.3	1.1	-2.4
c1cc(N2CCCC2)ccc1C(c1nnnn1C1CCCCC1)N1CCOCC1 (stereo unspecified)	4.0	-3.3	2.8	-6.8	-1.2	-3.7	-3.8	-7.9	-1.3	-0.8
O=C(c1ccc(Cn2c(=S)[nH]c3ccc(N4CCOCC4)cc3c2=O)cc1)N1CCC(N2CCCCC2)CC1	-2.5	-0.6	6.6	0.1	27.6*	2.5	0.6	4.7	0.1	-0.6
CC(=O)c1cccc(-c2ccnc3c2CC(C(=O)Nc2cccc(Oc4ccccc4)c2)O3)c1 (stereo unspecified)	-2.4	-7.0	-17.1	-2.4	1.1	4.1	-5.2	-3.2	-4.6	0.3
CC1=NNC(=O)C1CC(=O)N/N=C/C=C/c1ccccc1 (stereo unspecified)	-6.0	-1.5	14.5	0.4	-0.4	-3.8	1.0	16.3	3.4	2.4
COc1cccc(NC(=O)CSc2c3c(nc4ccccc24)CCCC3)c1	-0.6	2.8	-6.2	0.1	-0.4	2.7	11.3	-3.8	6.8	-0.3
O=c1[nH]c2ccccc2c2nc(-c3cccc(S(=O)(=O)N4CCCC4)c3)nn12	0.0	0.1	-5.6	7.2	-0.6	1.1	-0.3	9.7	3.9	11.5
COCCN(C(=O)c1ccc(COc2ccccc2)o1)c1c(N)n(CC(C)C)c(=O)[nH]c1=O	4.4	6.5	-2.6	-2.0	0.1	-3.1	2.3	-10.7	-6.6	-0.8
COc1ccccc1-c1cccc(-c2nc(C(=O)Nc3nccs3)cc3c2[C@H](CCO)N(C(C)=O)C3)c1	-0.5	3.0	-13.1	1.6	-7.3	1.8	2.0	3.3	3.4	4.1
Cc1cccc(C)c1OCC(=O)OCC(=O)Nc1ccc(Cl)cn1	0.9	3.3	-5.5	-2.4	0.1	-3.1	1.3	10.4	8.7	3.1
CCCC(=O)Oc1cccc(C2NC(=O)c3ccccc3O2)c1 (stereo unspecified)	1.0	-4.2	7.9	-0.2	-2.7	-0.4	2.2	16.7	-1.1	0.6
CCCCN1C=C(C(=O)OC)C(c2ccccc2C(F)(F)F)C(C(=O)OC)=C1	-0.6	-5.8	-1.7	6.6	-3.4	0.2	-0.1	6.9	2.0	-0.6
Cc1cc(C)cc(C(=O)O/N=C(\N)c2ccc(Br)cc2)c1	3.7	5.1	-5.8	6.5	0.0	-1.8	-0.8	13.5	-1.5	-8.8
CCNC(=O)NC(=O)COC(=O)CCCSc1nc2ccccc2[nH]1	1.8	1.9	2.9	3.7	0.6	6.0	-0.4	12.6	10.2	7.2
O=C(NC(=S)Nc1ccc(CN2CCOCC2)cc1)c1ccco1	-1.7	1.8	-2.5	-0.8	-0.2	1.2	-6.6	2.8	-1.3	-6.5

Nothing new here: an excerpt of the list.
SMILES	UHRF1 MBD2 ctr	MBD2 DNA inh	SIAE inh	TCR-CD3 inh	KLK7 zymogen act	LEDGF integ inh	PRMT1 FP inh	TDP2 inh	Tn7 DDE FP	Tn6 DDE FP
COc1ccc(-c2csc(C)n2)cc1	2.1	1.6	5.3	-0.9	0.3	-0.2	2.4	-6.6	3.2	-5.6
O=C(Nc1cc(=O)[nH]c2ncnn12)c1ccccc1	0.6	-1.0	1.9	-2.7	0.0	1.4	-0.9	-2.8	5.1	-0.8
COCCCN1CC(=O)N2C(c3ccccc3)c3[nH]c4ccccc4c3C[C@H]2C1=O (stereo partly specified)	2.3	6.6	5.3	-3.2	1.9	1.1	-1.5	-8.6	0.0	-7.9

An unsorted share of the library; 4.6% or so of the library scored in one or more.
